High-throughput results: PubChem, several laboratories
HSF1 activator: increases HSF-1 driven luciferase reporter signal; activation, % at 9 µM; NIH3T3-HGL HSF-1 luciferase reporter, MG132, 8 h; 100% = twice DMSO control signal; actives 1.7% (n = 300,000); AID 504408;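 active = mean replicate activation of at least 50% with a set share of replicates each reaching 50%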;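 also: 0% = median of the neutral control wells and 100% = twice that signal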
KLF5 inhibitor: suppresses KLF5 promoter-driven expression; DLD-1 KLF5 promoter-luciferase reporter, luminescence; inhibition, % at 5 µM; actives 0.23% (n = 290,000);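 active = inhibition above a per-plate limit of that plate's mean compound inhibition plus 3 SD, cut at about 60% in these data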;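 also: 0% = DMSO wells and 100% = LY294002 at 200 µM; higher means less KLF5 promoter-driven luciferase light; inactives centre near -14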
IEC-6 tox: IEC-6 cytotoxicity, counter-screen for KLF5 inhibitors. inhibition, % at 5 µM. luminescence viability. actives 0.78% (n = 290,000). AID 1825; in the data active = inhibition above about 22%;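 also: 0% = plate median of test compound wells and 100% = cytotoxic reference compound wells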
HSP90 inh: blocks HSP90-mediated luciferase refolding in reticulocyte lysate. Rabbit reticulocyte lysate, luciferase refolding luminescence, 3 h. inhibition, % at 5.6 µM. actives 0.91% (n = 290,000);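 active = inhibition above the screen-wide mean plus 3 SD, computed separately per campaign, cut at about 16% in these data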;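 also: 0% = DMSO wells and 100% = 60 µM geldanamycin wells; inhibitors lower the luminescence because luciferase stays unfolded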
SKKanGAS inh: SKKanGAS growth inhibition. AID 1662. actives 1.3% (n = 300,000). inhibition, % at 7.5 µM. S. pyogenes SKKanGAS, kanamycin growth, BacTiter-Glo, 6 h;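 active = mean replicate score, as percent of positive control median, at least 50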;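 also: strain carries kanamycin resistance gene driven by streptokinase promoter and grows in 40 µg/ml kanamycin; loss of luminescence reflects streptokinase promoter inhibition or plain growth inhibition; 0% = median of DMSO wells and 100% = positive control at its reference dose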
HSF1 inhib: HSF1 inhibition; NIH3T3-HGL HSE-luciferase, MG132-induced, luminescence 8 h; active compounds read low; activity change, negative = inhibition, % at 7.5 µM (by protocol); actives 0.77% (n = 300,000); AID 2098;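 active = more than half of replicate wells show activity change below -50%, luminescence cut by over half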;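 also: luciferase reports HSF-1 transcriptional activity via heat shock element; 0% = median of DMSO wells and -100% = zero luminescence signal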
Platelet DG rel: modulates dense granule release in human platelets | human platelet-rich plasma, SFLLRN dense granule ATP release, luminescence | inhibition, %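 (compounds screened at 7.5 µM in platelet-rich plasma)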 | actives 0.22% (n = 300,000) | AID 1663;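 active = mean replicate score, as percent of positive control, at or above 50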
HIF activator: HIF pathway transcriptional activation; U2OS HRE-luciferase reporter, luminescence; normalized: DMSO 0%, desferrioxamine 100%; activation, % at 7.5 µM (by protocol); actives 0.32% (n = 300,000); AID 1910;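 active = mean activation of at least 10% of the iron chelator positive control signal, with at least half of replicates also reaching 10%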
aSyn 5UTR inh: MLPCN primary screen, SNCA 5' untranslated region; AID 1813; inhibition, % (tested at 7.5 µM); actives 0.82% (n = 300,000); alpha-synuclein 5'UTR reporter, inhibitor activity; in the data active = inhibition above about 60%;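 also: H4 neuroglioblastoma cells stably carrying SNCA 5'UTR luciferase fusion; 0% = DMSO wells and 100% = positive control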
AI-2 QS modul: modulators of Vibrio harveyi AI-2 quorum sensing system; Vibrio harveyi JMH597 AI-2 luminescence/OD600 ratio, 9 h; active compounds read low; strain lacks LuxN and CqsS sensors; 0 = neutral-control median; activity change, % at 7.5 µM; actives 0.4% (n = 300,000); AID 2094; in the data active = activity change below about -75%, passing the limit was not always enough;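 also: luminescence divided by OD600 gain over 9 h not by final OD600 alone; inactives centre near 13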
* marks the source's active call; other numbers are inactive results; x = not tested or not shown.

SMILES	HSF1 activator	KLF5 inhibitor	IEC-6 tox	HSP90 inh	SKKanGAS inh	HSF1 inhib	Platelet DG rel	HIF activator	aSyn 5UTR inh	AI-2 QS modul
CCC(=O)Nc1nc2c(OC)ccc(OC)c2s1	-3	-6	-1	-2	-14	6	-1	-0.2	-21	24
COc1cccc(NC(=O)C2CCC(CNC(=O)[C@@H]3Cc4ccccc4CN3)CC2)c1 (some centres not stated)	-5	-21	-3	-3	3	-2	-4	-0.6	3	18
CCOC(=O)Cn1nnnc1CN(Cc1cccs1)Cc1cc2cc(C)cc(C)c2[nH]c1=O	24	-11	0	1	2	3	12	0.4	-36	-9
COc1ccc(N2CCN(CCNC(=O)CCNS(=O)(=O)c3cccs3)CC2)cc1	-3	-17	1	4	-24	1	3	-0.6	2	23
CCOc1ccc(N2C(=O)CC(Cc3ccc(Br)cc3)C2=O)cc1 (configuration not stated)	5	-22	-6	-2	-1	5	2	-0.9	0	10
Cn1nnnc1SCC(=O)Nc1cccc([N+](=O)[O-])c1	-3	-16	-2	-4	-17	-3	-3	-0.2	14	15
COc1ccc(C(=O)CN2C(=O)NC3(CCCCCC3)C2=O)cc1	11	-38	-4	3	2	13	3	2.0	-90	17
O=C(Nc1ccc(Cl)cc1)Nc1nnc(SCc2ccccc2)s1	28	-6	0	-2	-4	-1	1	0.6	-55	25
COc1ccc(NC(=O)CN2C(=O)/C(=C3\SC(=S)N(CCC(=O)O)C3=O)c3ccccc32)cc1	4	-4	-3	2	-9	-4	11	-0.3	3	0
C=C(C)Cn1c(SCC(=O)N/N=C/c2ccccc2OCC(=O)O)nnc1-c1ccc(Br)cc1	-1	-29	4	4	4	1	-1	-0.1	-10	-12
O=C1OC(c2ccc(Cl)cc2)=C/C1=C/c1cccnc1	-3	-19	1	-2	-1	-4	10	0.2	8	20
Cc1ccc(CC(=O)Nc2ccc(S(=O)(=O)Nc3ncccn3)cc2)cc1	27	10	-3	-3	-1	0	6	-3.1	-6	-92*
Cc1c(Cl)c(C(=O)NC2C3CC4CC(C3)CC2C4)nn1C (configuration not stated)	-4	-4	10	5	-1	-2	-5	-0.3	6	23
COc1ccc(CCNC(=O)COc2ccc(S(=O)(=O)NC(C)C)cc2Cl)cc1OC	8	-31	0	3	2	-6	-6	0.4	-7	14
N#CCSc1nnc(-c2c[nH]c3ccccc23)o1	-13	-7	1	-8	-3	2	1	-0.5	-22	8
CCOC(=O)c1cc2c(N)c(C(=O)c3cc(C#N)c(SC)nc3C)sc2nc1C	-8	33	-1	-1	20	-3	-2	-0.1	14	22
CCCCOC(=O)c1ccc(NC(=O)C(=O)NCc2ccncc2)cc1	4	-17	0	3	1	0	6	-0.3	13	26
Cc1cccc(N(Cc2ccccc2)C(=O)c2cc(S(=O)(=O)N3CCOCC3)ccc2F)c1	-4	x	x	x	3	11	-1	-0.2	-2	18
Cn1c(=O)cc(NCCc2ccccc2)[nH]c1=O	-5	-15	-6	-2	-15	-2	-10	-0.4	-10	18
Cc1occc1C(=O)N/N=C/C(Br)=C\c1ccccc1	363*	-131	13	5	32	230	14	6.5	-108	-5
COc1ccc(CCNC(=O)C(=O)NCC2OCCN2S(=O)(=O)c2ccc(OC)cc2)cc1 (configuration not stated)	-10	0	5	-2	-9	-3	18	0.2	-2	14
Cc1ccc(OCC(=O)NNC(=O)CCC(=O)Nc2ccc(C)cc2C)cc1	13	-14	4	7	-7	-3	-5	-0.3	12	30
CCN(CC)CCn1c2c(c(SCC(=O)Nc3ccc4c(c3)OCO4)nc1=O)CCC2	5	x	x	x	1	0	-8	0.9	-7	10
CC(=O)N1N=C(c2cccc(NS(C)(=O)=O)c2)CC1c1cccs1 (configuration not stated)	20	-17	4	1	-3	7	5	0.3	7	-3
Fc1ccc(NC(=S)Nc2ccc(Cl)cc2Cl)cc1	5	-7	-2	2	-18	1	8	0.6	-28	8
COc1ccc(N2CCN(Cc3cc(=O)c(OCC(=O)Nc4ccccc4)co3)CC2)cc1	18	x	x	x	-17	-1	-7	-0.3	9	5
CCC(C)N(C(=O)COC(=O)Cc1n[nH]c(=O)c2ccccc12)C1CCS(=O)(=O)C1 (configuration not stated)	-1	-5	-6	-1	-2	4	-2	-0.3	14	21
COc1ccc(Cl)cc1C(=O)O/N=C(\N)c1ccccn1	42	-127	7	1	-3	15	4	1.8	-159	x
O=C(Nc1ccccc1)c1ccn[nH]1	33	-137	1	1	9	19	11	1.4	-191	3
CC(=O)Nc1ccc(S(=O)(=O)Nc2c(NC3CCCCC3)c3ccccc3oc2=O)cc1	1	-1	-3	2	-12	-7	-1	0.0	7	14
C=CCOc1c2ccc(C(=O)NCCc3ccc(C)cc3)cc2nn1C	-18	-6	-6	-2	4	-1	-9	-9.3	12	46
CCC1CCCCN1C(=O)CSc1nnc(-c2cccc(Cl)c2)o1 (configuration not stated)	20	-43	5	2	-8	15	2	2.9	-56	17
O=C(/C=C\Nc1ccc(S(=O)(=O)Nc2ncccn2)cc1)c1ccccc1	-6	-26	-4	3	1	-4	13	0.1	5	17
Cc1ccn2cc(CNS(=O)(=O)c3ccc(Cl)s3)nc2c1	-1	-15	1	0	-1	0	-3	0.8	-24	-5
CN(C(=O)COC(=O)c1ccc(NS(=O)(=O)c2cccs2)cc1)C1CCCCC1	-1	-28	5	1	-5	-11	-4	0.0	-9	1
NC(=O)C1CCN(CC(=O)Nc2nccs2)CC1	-34	-13	-4	-3	1	-10	-10	-1.1	-2	29

An excerpt from above in order of number of heavy atoms, smallest number first.
SMILES	HSF1 activator	KLF5 inhibitor	IEC-6 tox	HSP90 inh	SKKanGAS inh	HSF1 inhib	Platelet DG rel	HIF activator	aSyn 5UTR inh	AI-2 QS modul
O=C(Nc1ccccc1)c1ccn[nH]1	33	-137	1	1	9	19	11	1.4	-191	3
NC(=O)C1CCN(CC(=O)Nc2nccs2)CC1	-34	-13	-4	-3	1	-10	-10	-1.1	-2	29
Fc1ccc(NC(=S)Nc2ccc(Cl)cc2Cl)cc1	5	-7	-2	2	-18	1	8	0.6	-28	8
COc1ccc(Cl)cc1C(=O)O/N=C(\N)c1ccccn1	42	-127	7	1	-3	15	4	1.8	-159	x
CCC1CCCCN1C(=O)CSc1nnc(-c2cccc(Cl)c2)o1 (configuration not stated)	20	-43	5	2	-8	15	2	2.9	-56	17
C=CCOc1c2ccc(C(=O)NCCc3ccc(C)cc3)cc2nn1C	-18	-6	-6	-2	4	-1	-9	-9.3	12	46
O=C(/C=C\Nc1ccc(S(=O)(=O)Nc2ncccn2)cc1)c1ccccc1	-6	-26	-4	3	1	-4	13	0.1	5	17
Cc1ccc(OCC(=O)NNC(=O)CCC(=O)Nc2ccc(C)cc2C)cc1	13	-14	4	7	-7	-3	-5	-0.3	12	30
CN(C(=O)COC(=O)c1ccc(NS(=O)(=O)c2cccs2)cc1)C1CCCCC1	-1	-28	5	1	-5	-11	-4	0.0	-9	1
CCC(C)N(C(=O)COC(=O)Cc1n[nH]c(=O)c2ccccc12)C1CCS(=O)(=O)C1 (configuration not stated)	-1	-5	-6	-1	-2	4	-2	-0.3	14	21
CCN(CC)CCn1c2c(c(SCC(=O)Nc3ccc4c(c3)OCO4)nc1=O)CCC2	5	x	x	x	1	0	-8	0.9	-7	10
CC(=O)Nc1ccc(S(=O)(=O)Nc2c(NC3CCCCC3)c3ccccc3oc2=O)cc1	1	-1	-3	2	-12	-7	-1	0.0	7	14
COc1ccc(CCNC(=O)C(=O)NCC2OCCN2S(=O)(=O)c2ccc(OC)cc2)cc1 (configuration not stated)	-10	0	5	-2	-9	-3	18	0.2	-2	14

More records
SMILES	HSF1 activator	KLF5 inhibitor	IEC-6 tox	HSP90 inh	SKKanGAS inh	HSF1 inhib	Platelet DG rel	HIF activator	aSyn 5UTR inh	AI-2 QS modul
COc1ccccc1/C=C/C(=O)NCC(=O)N/N=C/c1cccnc1	-1	-25	-2	1	-1	-6	-1	0.1	2	25
COCC(=O)NCCc1ccc(S(N)(=O)=O)cc1	-19	-6	4	1	-6	2	1	0.2	-3	3
CCn1nc(C)c(/C=N/NC(=S)Nc2ccc(Cl)cc2Cl)c1C	15	-7	6	-1	6	-3	-5	1.5	-49	3
Cc1cc(C)c2nc(N3CCC(C(=O)NCCCN4CC(C)CC(C)C4)CC3)sc2c1 (configuration not stated)	-37	-39	14	31*	5	-31	22	0.5	-61	17
Cc1ccc(NC(=O)CSc2nnc(NC(=O)c3ccco3)s2)cc1	8	-21	-2	0	6	5	4	1.0	-51	-10
COc1ccc(S(=O)(=O)N(C)c2ccc(C(N)=O)cc2)cc1	19	-27	-3	0	0	-4	15	-0.8	25	22
O=C(N/C(=C\c1cccc(Br)c1)C(=O)N1CCOCC1)c1ccco1	-10	17	9	0	4	-6	5	-8.6	4	16
CC1CC(C)CN(C(=O)Nc2ccccc2F)C1 (configuration not stated)	-1	3	4	-2	13	-6	2	-0.1	-1	6
CCOC(=O)C1CCCN(C(=O)c2cc3ncc(Br)cn3n2)C1 (configuration not stated)	-2	5	-2	0	-2	1	-4	-0.1	-11	21
Cc1ccc2[nH]c(CSc3ccccc3)cc(=O)c2c1	4	-15	8	0	7	7	-4	0.1	-6	18
Cc1ccc(C(=O)N/C(=C\c2ccco2)C(=O)NCCN2CCOCC2)cc1	-24	-12	-3	-2	5	-3	1	-0.2	19	21
CCC(=O)Nc1ccc(C(=O)N/N=C/c2cc(Br)c(OC)cc2OC)cc1	-10	-35	-4	-2	4	-13	20	0.2	6	9
Cc1cc(NC(=O)c2ccc(S(=O)(=O)N3CCOCC3)cc2)no1	-11	-8	-7	3	-8	-3	1	0.2	11	26
COc1cccc(N=Nc2c(N)[nH][nH]c2=O)c1	13	-13	1	-2	3	8	-7	1.1	-57	9
COc1cnc(SC(C)C)[nH]c1=O	14	1	3	-4	9	4	5	-0.2	15	16
Cc1ccc(NC(=S)NCCCN2CCOCC2)cc1	2	-7	0	-6	-14	1	-10	0.0	-63	19
CC1(C)Cc2ccccc2C(NNC(=O)c2cccnc2)=N1	-5	-12	-2	-3	2	0	-31	-0.3	-1	26
CCOC(=O)C1CCN(CC(=O)Nc2ccc(S(=O)(=O)N3CCC(C)CC3)cc2)CC1	-5	-15	-5	-1	-1	-5	0	-6.4	17	26
COc1ccccc1CNC(=O)COC(=O)/C=C/c1cccs1	8	8	0	-3	-2	-5	7	0.3	2	9
c1cc(C(c2nnnn2C2CCCC2)N2CCOCC2)ccn1 (configuration not stated)	25	-24	0	2	-1	8	6	-0.5	2	3
O=C(Nc1ccc2c(c1)OCO2)C1CCN(C(=O)CSc2ncnc3ccccc23)CC1	9	-8	2	3	9	12	1	-0.3	-51	14
CC(C)CNC(=O)C1CCCN1S(=O)(=O)c1ccc(Cl)cc1 (configuration not stated)	-8	-10	4	7	-15	-8	-8	-0.2	0	-4
Cc1ccc(/C=N/NC(=O)Cc2c[nH]c3ccccc23)c(C)c1	2	7	-1	0	47	-4	-6	1.1	11	-5
Cc1ccc(NC(=S)N2CCN(Cc3ccccc3)CC2)c(C)c1	-13	2	-3	-4	-4	-11	5	0.3	0	1
